Screening results as filed in PubChem BioAssay.
SMN2 splice enh = qHTS Assay for Enhancers of SMN2 Splice Variant Expression | HEK293 SMN2-luciferase splicing reporter, luminescence, 30-36 h | Potency, µM (series often up to 46.1 µM), for inactives: top-dose activity change, positive = activation, hits mostly activators | 210,000 compounds, 2.8% hits | AID 1458, 2008; also: % of control where 0% means no effect; nearly all actives have a fitted effect of over 55% in size
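qHTS luciferase splicing reporter: luminescence rises when SMN2 exon 7 is included in transfected HEK293 cells. Compound exposure lasted 30-36 h at 37C, with 4.5 mM final sodium butyrate as control, followed by a ONE-Glo read.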
TexasRed fluor = Total Fluorescence Counterscreen for Inhibitors of the Interaction of Thyroid Hormone Receptor and Steroid Receptor Coregulator 2; 280,000 compounds, 0.29% hits; Potency, µM (top dose mostly 106 µM), for the others: at the top dose fluorescence change, negative = quenching; AID 1479, 2009; TRb/SRC2 Texas Red total fluorescence interference; active = well fitted curve in either direction with a large enough effect; inconclusive = small, poorly fitted or top-dose-only effect; also: % is scaled to controls: 0 for no effect and ±100 for the full control effect
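Flags fluorescent or light-absorbing compounds by total fluorescence, S + 2P, at 555 nm excitation and 632 nm emission. Mixture: 20 nM Texas Red SRC2 peptide, 0.6 uM human TRb LBD, 1 uM T3, 5% DMSO; compound exposure 5 h at ambient temperature.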
TRb SRC2 PPI = qHTS for Inhibitors of the Interaction of Thyroid Hormone Receptor and Steroid Receptor Coregulator 2; TRbeta-SRC2 peptide binding, fluorescence polarization; receptor liganded with 1 µM T3; Potency, µM (highest dose often 106 µM), for inactives: at the highest dose activity change, negative = inhibition, actives largely listed as inhibitors; 280,000 compounds, 0.065% hits; AID 1469, 2008;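 also: plate controls were bound peptide for no effect and peptide without receptor for full effect; nearly all actives have a fitted effect of over 50% in size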
Target sequence (P10828 whole entry, looked up): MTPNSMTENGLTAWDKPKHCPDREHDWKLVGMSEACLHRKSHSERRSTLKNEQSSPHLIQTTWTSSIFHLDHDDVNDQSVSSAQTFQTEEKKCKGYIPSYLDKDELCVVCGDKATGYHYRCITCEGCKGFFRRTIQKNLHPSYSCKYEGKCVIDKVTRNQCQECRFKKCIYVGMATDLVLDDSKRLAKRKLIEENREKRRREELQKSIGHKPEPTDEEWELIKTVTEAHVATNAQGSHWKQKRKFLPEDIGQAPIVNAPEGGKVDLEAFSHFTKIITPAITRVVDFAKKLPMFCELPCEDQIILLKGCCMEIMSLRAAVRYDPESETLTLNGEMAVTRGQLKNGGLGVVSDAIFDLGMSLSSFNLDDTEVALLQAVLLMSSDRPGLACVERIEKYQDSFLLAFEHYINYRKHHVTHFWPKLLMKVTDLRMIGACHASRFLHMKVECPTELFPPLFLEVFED
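Binding of a 20-amino-acid Texas Red SRC2 peptide (20 nM) to TRb ligand-binding domain (0.6 uM) with agonist T3 at 1 uM was followed by fluorescence polarization after a 5 hr room-temperature incubation.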
* hit, by the source's call; ? = inconclusive; [ ] = another dose, or the depositor's remark. Unless noted, calls follow the shape of the dose curve; as a rule, active = well fitted curve in the direction sought with a large enough effect; inconclusive = small, poorly fitted or top-dose-only effect, or another doubt; inactive = no such curve, though single readings can be large; an effect the other way counts as inactive or inconclusive. Potency is read from the fitted curve at half-maximal effect.

SMILES	SMN2 splice enh	TexasRed fluor	TRb SRC2 PPI
CC(C)(C)C1CCc2onc(C(=O)Nc3sc4c(c3C#N)CCCC4)c2C1 (stereo unspecified)	9%	3%	-11%
COc1ccc(NC(=O)c2sc3nc(C(F)(F)F)cc(C)c3c2N)cc1OC	7%	-83%[1.83 µM]	-33%[1.83 µM]
Cc1cccc(CSc2ncc(Cl)c(C(=O)Nc3sc4c(c3C#N)CCCC4)n2)c1	4%	1%	-1%
CCOC(=O)C1CCCN(C(=O)Cn2nc(C)n3c(cc4c(OC)cccc43)c2=O)C1 (stereo unspecified)	-9%	-11%	-2%
COC(=O)c1c(NC(=O)c2nc(SCc3ccc(C)cc3)ncc2Cl)sc2c1CCCC2	0%	-1%	-1%
O=C(CSc1nnc2scc(-c3ccccc3)n12)Nc1ccc(Cl)cc1	-6%	-4%	5%
COC(=O)c1c(N)n(-c2cc(Cl)cc(Cl)c2)c2nc3ccccc3nc12	-4%	-2%	0%
O=C(CSc1nnc(CNC(=O)c2c(F)cccc2Cl)o1)Nc1cccc(F)c1	-2%	-2%	-6%
CCOc1ccc(CNC(=O)c2cc3c(s2)-c2ccccc2OC3)cc1	-15%	2%	-3%
CCCOc1ccc(C(=O)Nc2cccc(NC(=O)c3cccc(Cl)c3)c2)cc1	29%	5%	-6%
CCN1CCOC(=O)C1CC(=O)Nc1cc(Cl)ccc1OC (stereo unspecified)	4%	-8%	3%
COC(=O)c1ccc(C2c3c(oc4ccccc4c3=O)C(=O)N2c2nc(C)c(C(=O)OC)s2)cc1 (stereo unspecified)	12%	?	6%
Cc1nn(C(=O)c2ccccc2)c(C)c1Sc1ccc(Cl)cc1	-10%	-2%	-10%
CC1CCN(S(=O)(=O)c2ccc3c(c2)N(CC(=O)NC(C)c2ccccc2)C(=O)CS3)CC1 (stereo unspecified)	-1%	0%	5%
CCc1nn(CC(=O)NCCc2ccc(OC)cc2OC)c(=O)c2cc3sccc3n12	-7%	?	8%
CCc1ccc(NS(=O)(=O)c2cc(Br)cc3c2N(C(C)=O)CC3)cc1	-6%	0%	0%
CCc1ccc(CNc2ncnc3onc(-c4ccc(Cl)cc4)c23)cc1	-6%	0%	-4%
Cc1cc(C)cc(NC(=O)c2ncn(-c3ccccc3)n2)c1	11µM*	-1%	2%
COc1ccc(-c2c(C)nn3c(C(F)(F)F)cc(-c4ccc(Br)cc4)nc23)cc1	-5%	-1%	2%
CCOC(=O)c1c(NC(=O)COc2ccccc2Br)sc2c1CCCCC2	-13%	3%	-2%
COc1cccc(CNC(=O)C(Cc2ccccc2)NS(=O)(=O)c2ccc3c(c2)CCN3C(C)=O)c1 (stereo unspecified)	-9%	1%	-5%
O=C(Cn1ncc2c3ccccc3n(Cc3ccccc3F)c2c1=O)NCCc1ccc(Cl)cc1	4%	-2%	6%
CCC(C)NC(=O)Cn1c(=O)n(-c2cc(OC)cc(OC)c2)c(=O)c2ccccc21 (stereo unspecified)	5%	-2%	-6%
CC(=O)c1cccc(NC(=O)Nc2c(C)n(C)n(-c3ccccc3)c2=O)c1	7%	0%	3%
CC1CCc2c(sc(NC(=O)c3ccc(Cl)cc3Cl)c2C#N)C1 (stereo unspecified)	0%	5%	-8%
CCOc1ccc(C2=NC(c3ccc(OC)cc3)=Nc3ccc(Cl)cc3N2)cc1	21%	0%	-8%
COc1ccc(NC(=O)c2ncn(-c3ccccc3)n2)cc1Cl	?	1%	-2%
COc1ccc2cc3cc(C(=O)Nc4cc(C)c(Cl)cc4OC)oc3nc2c1	?	-1%	-11%
COc1ccc(-c2nnc(Nc3ccc(OCC(N)=O)cc3)c3ccccc23)cc1	-23%	0%	-7%
CC(C)N1C(=O)C(O)(c2c[nH]c3ccccc23)c2ccccc21 (stereo unspecified)	-17%	-77%[53 µM]	-31%[53 µM]
CCc1ccc(NS(=O)(=O)c2ccc3[nH]cc(C(=O)NCc4ccc(C)cc4)c(=O)c3c2)cc1	?	1%	5%
Cn1nc(-c2ccccc2F)c2cc(C(=O)NCc3cccc(Cl)c3)sc21	-29%	-1%	-4%
CCOc1ccc(CCNC(=O)c2ccc3nc(N4CCC(C)CC4)sc3c2)cc1OCC	-14%	-1%	1%
COc1ccccc1C(=O)Nc1ccc(NC(=O)c2cccs2)cc1	12%	0%	-6%
Cc1cccc2c1N(Cc1ccccc1OCCC(C)C)C(=O)C2=O	?	-2%	-5%
CCOC(=O)N1CCc2c(sc3c2c(=O)n(Cc2ccccc2)c(=O)n3Cc2ccccc2Cl)C1	9%	-1%	-18%
O=c1c2sc3ccccc3c2n(Cc2cccc(Cl)c2)c(=O)n1Cc1ccco1	-3%	-4%	1%
CCOC(=O)c1ccccc1NC(=O)c1cc2c(s1)-c1ccccc1SC2	12%	0%	-4%
COc1ccc(-c2noc(CN(C)S(=O)(=O)c3c(C)cc(C)cc3C)n2)cc1OC	-6%	0%	5%
Cc1ccc(NC(=O)C2CCCN2S(=O)(=O)c2cccc3cccnc23)c(C)c1 (stereo unspecified)	-15%	?	-6%
COc1ccc(C(=O)NCCSc2c(C)[nH]c3ccccc23)cc1	-11%	-3%	6%
CCn1cnc2c(=O)oc3ccc(S(=O)(=O)N4CCN(c5cc(C)ccc5C)CC4)cc3c21	5%	-1%	-1%
Cc1ccc(CCNC(=O)CN(c2ccc(C(C)C)cc2)S(=O)(=O)c2c(C)nn(C)c2C)cc1	-12%	-2%	-2%
CCOc1cccc(C2Nc3ccccc3-c3cc(C)nn32)c1O (stereo unspecified)	7%	0.0004µM*[quencher]	-12%
CCOC(=O)C1CCCN(C(=O)Cn2ncc3c(C)n(Cc4ccccc4Cl)c(C)c3c2=O)C1 (stereo unspecified)	2%	-4%	3%
CCn1cc(C(=O)NCCc2ccc(OC)c(OC)c2)c(=O)c2cc(S(=O)(=O)N(C)C3CCCCC3)ccc21	5%	0%	2%
Cc1cc(C)c2c(n1)nn1c(C)c(CCC(=O)Nc3ccc(C)c(Cl)c3)c(C)nc21	-1%	-1%	6%
CCc1ccc(OCC(=O)NCc2nc(-c3cccc(C)c3)no2)c(Br)c1	0%	?	-11%

Shown with each value named: part of the list above.
COc1ccc(-c2noc(CN(C)S(=O)(=O)c3c(C)cc(C)cc3C)n2)cc1OC
  SMN2 splice enh: -6%
  TexasRed fluor: 0%
  TRb SRC2 PPI: 5%

CCn1cc(C(=O)NCCc2ccc(OC)c(OC)c2)c(=O)c2cc(S(=O)(=O)N(C)C3CCCCC3)ccc21
  SMN2 splice enh: 5%
  TexasRed fluor: 0%
  TRb SRC2 PPI: 2%

O=c1c2sc3ccccc3c2n(Cc2cccc(Cl)c2)c(=O)n1Cc1ccco1
  SMN2 splice enh: -3%
  TexasRed fluor: -4%
  TRb SRC2 PPI: 1%

CCOc1cccc(C2Nc3ccccc3-c3cc(C)nn32)c1O (stereo unspecified)
  SMN2 splice enh: 7%
  TexasRed fluor: 0.0004µM*[quencher]
  TRb SRC2 PPI: -12%

(next part)
SMILES	SMN2 splice enh	TexasRed fluor	TRb SRC2 PPI
O=C(CCc1nc(-c2ccccc2F)no1)Nc1cccc(C(F)(F)F)c1	-27%	-1%	6%
Cc1cccc(CN2CCC(CNc3ncnc4onc(-c5ccc(Cl)cc5)c34)CC2)c1	1%	0%	7%
Cc1cc(NC(=O)C2CCCN(S(=O)(=O)c3ccc(Br)s3)C2)ccc1Br (stereo unspecified)	-16%	-3%	6%
CCOC(=O)C1=C(CN(C)Cc2ccccc2)NC(=O)NC1c1ccc(OC(C)C)cc1 (stereo unspecified)	-32%[inhibitor]	-1%	-1%
CCOC(=O)c1cc(OC(=O)c2cc(OC)c(OC)c(OC)c2)n(-c2ccccc2)n1	4%	-23%	6%
CC(C)Cn1c(-c2ccc(S(=O)(=O)N3CCCC3)cc2)csc1=Nc1ccccc1	-29%	-1%	-4%
O=C(Cn1c(=O)n(-c2ccc(Cl)cc2)c(=O)c2sc3ccccc3c21)NC1CCCC1	0%	0%	-5%
C#CCOc1ccc(-c2nnc(Nc3ccc(NC(C)=O)cc3)c3ccccc23)cc1	-14%	-4%	6%
CCOc1ccccc1N1CC(c2nc3ccccc3n2CCOc2ccc(OC)cc2)CC1=O (stereo unspecified)	-1%	-1%	2%
COc1ccccc1N1CCN(C(=O)CNS(=O)(=O)c2ccc(Br)s2)CC1	-32%[inhibitor]	79µM*[quencher]	?
CC1CCc2c(sc3nnn(CCCCOc4ccc(Cl)cc4)c(=O)c23)C1 (stereo unspecified)	15%	-3%	0%
Cc1cc(OCC(=O)Nc2ncn[nH]2)ccc1Cl	1%	-2%	5%
Cc1cc(Cl)ccc1-n1c(CCC(=O)O)ccc1-c1cccs1	13%	-2%	4%
COc1cccc(C(=O)NC(=O)Nc2ccc(-n3nc(C(F)(F)F)cc3C(F)(F)F)cc2)c1	-5%	?	2%
Cc1c(Cl)cccc1NS(=O)(=O)c1ccc2[nH]cc(C(=O)NC3CCCC3)c(=O)c2c1	-7%	0%	1%
CN1CCc2nc3sc(C(=O)Nc4c(F)cccc4F)c(N)c3cc2C1	-1%	-1%	-3%
CCCCn1c(NCc2cc(Br)ccc2O)nc2ccccc21	-16%	0%	2%
Cn1c(=O)oc2cc(S(=O)(=O)N3CCCC(C(=O)N4CCN(c5ccc(Cl)cc5)CC4)C3)ccc21 (stereo unspecified)	-22%	0%	-3%
COc1ccccc1C(=O)NC1(C(F)(F)F)C(=O)Nc2c1c(=O)[nH]c(=O)n2CCc1ccccc1 (stereo unspecified)	24%	4%	5%
COc1ccc(CCNC(=O)CCCn2c(=O)c3ccccc3n(Cc3ccccc3C)c2=O)cc1OC	3%	-6%	13%
Cc1c(C(=O)OC2CCCC2)[nH]c2c1C(=O)CC(c1ccc(C(C)(C)C)cc1)C2 (stereo unspecified)	-8%	-1%	-2%
Cc1ccc2nc(-c3ccc(NC(=O)COc4ccccc4)cc3)sc2c1	1.3µM*	0%	-2%
CC(C)c1ccc(NC(=O)CCNS(=O)(=O)c2ccc3c(c2)oc(=O)n3C)cc1	2%	-1%	-5%
Cc1cccc(-n2c(-c3ccccc3)cn3c4c(=O)[nH]c(=O)n(C)c4nc23)c1	?	2%	4%

A second format for part of the listing above:
| mol | SMN2 splice enh | TexasRed fluor | TRb SRC2 PPI |
| --- | --- | --- | --- |
| Cc1c(C(=O)OC2CCCC2)[nH]c2c1C(=O)CC(c1ccc(C(C)(C)C)cc1)C2 (stereo unspecified) | -8% | -1% | -2% |
| Cc1c(Cl)cccc1NS(=O)(=O)c1ccc2[nH]cc(C(=O)NC3CCCC3)c(=O)c2c1 | -7% | 0% | 1% |
| CCCCn1c(NCc2cc(Br)ccc2O)nc2ccccc21 | -16% | 0% | 2% |

Following part
SMILES	SMN2 splice enh	TexasRed fluor	TRb SRC2 PPI
CCOC(=O)CNC(c1ccccc1)c1cc(Br)ccc1NC(=O)c1cccc(Cl)c1 (stereo unspecified)	-30%[inhibitor]	6%	-6%
Cc1cccc(C)c1OCCCCn1c(C2CC(=O)N(c3ccc(F)cc3)C2)nc2ccccc21 (stereo unspecified)	-42%[inhibitor]	-4%	2%
Nc1c(C(=O)Nc2cccc(C(F)(F)F)c2)c2ccccn2c1C(=O)c1ccccc1	13%	-3%	-5%
Cc1cc(C)n2nc(CNC(=O)c3ccccc3Cl)nc2n1	-1%	-1%	-6%
CCCCn1c(=NC(=O)c2cc3ccccc3o2)c(C(=O)OCC)cc2c(=O)n3ccccc3nc21	-3%	-3%	-3%
CSc1ncc(Cl)c(C(=O)Nc2ccc(S(=O)(=O)N3CCCC(C)C3)cc2)n1 (stereo unspecified)	-10%	6%	-1%
CCN(c1ccccc1)S(=O)(=O)c1ccc(NC(=O)c2cc(=O)c3c(C)cc(C)cc3o2)cc1	7%	-3%	7%
Cc1cccc(C(=O)Nc2cc3c(cc2N2CCCCC2)n(C)c(=O)c(=O)n3C)c1	1%	0%	1%

Shown with values under each structure: entries from further up
Screens in order: SMN2 splice enh | TexasRed fluor | TRb SRC2 PPI
> Cc1cc(C)n2nc(CNC(=O)c3ccccc3Cl)nc2n1
 : -1% | -1% | -6%
> CCCCn1c(=NC(=O)c2cc3ccccc3o2)c(C(=O)OCC)cc2c(=O)n3ccccc3nc21
 : -3% | -3% | -3%

Not all compounds are listed; the hit share may differ from the screen's.
